# Screens: PubChem BioAssay, National Center for Advancing Translational Sciences (NCATS)
# LDHA inh: blocks human lactate dehydrogenase A; P00338; purified LDHA, NADH/diaphorase-resazurin fluorescence; hits give low values; activity change, % (values are at about 110 or 230 µM); 480,000 compounds, 0.15% hits; AID 1347041; in the data active = activity change below about -30%; inconclusive = mostly about -25% to -30%;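 also: plate controls were DMSO wells for no effect and wells without enzyme for full effect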
#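 Enzyme activity of human lactate dehydrogenase 5 (2 nM; 0.06 mM NADH, 0.2 mM pyruvate, 5 min, RT) is measured via a resazurin/diaphorase fluorescence readout of residual NADH.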
# RXFP1 agonist: activates the human relaxin receptor RXFP1; AID 2676; Potency, µM (top dose mostly 57.5 µM), for inactives: top-dose activation, most hits filed as activators; 370,000 compounds, 0.3% hits; HEK293T-RXFP1 cAMP TR-FRET, 30 min; response scale: percent of porcine relaxin response, buffer zero; Q9HBX9; also: potency is read from the fitted curve at half-maximal effect; % is scaled to controls: 0 for no effect and ±100 for the full control effect; nearly all actives have a fitted effect of over 60% in size; many of its hits are not listed in these tables
#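 HEK293T cells stably expressing RXFP1 were pretreated with the PDE4 inhibitor Ro 20174, exposed to compounds for 30 min at 37C, lysed, and cAMP was read by TR-FRET. Data normalized to buffer (basal) and 29 nM porcine relaxin (100%).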
# Vif-APOBEC3G blk: blocks the Vif interaction with human APOBEC3G. Q9HC16. HeLa A3G-eYFP + Vif (tagged APOBEC3G with the HIV-1 protein that degrades it), YFP fluorescence, overnight. Potency, µM (series often up to 46.1 µM), inactives show at the top dose activity, negative = active, usual class: inhibitors. 410,000 compounds, 0.076% hits. AID 602310;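 also: potency is read from the fitted curve at half-maximal effect; % is scaled to controls: 0 for no effect and ±100 for the full control effect; nearly all actives have a fitted effect of over 60% in size; hits raise eYFP signal because A3G escapes Vif-driven loss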
#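 HeLa cells stably expressing Vif and C-terminally eYFP-tagged A3G, seeded overnight at 37 deg C, then exposed to compound by pintool overnight at 37 deg C. Rise in yellow fluorescence (Ex 488/Em 500-530, Acumen) marks blocked Vif-driven A3G degradation.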
# TrxR1 substrate: substrates of rat thioredoxin reductase 1; O89049; purified TrxR1 substrate turnover, NADPH consumption readout; Potency, µM (top dose mostly 114 µM), for inactives: top-dose activity change, negative = substrate turnover; 390,000 compounds, 0.01% hits; also: potency is read from the fitted curve at half-maximal effect; % is scaled to controls: 0 for no effect and ±100 for the full control effect; nearly all actives have a fitted effect of over 50% in size
#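 Rat TrxR1, dispensed at 90 nM, was prereduced with 400 uM NADPH (final) for 5 min at ~22 deg C, then incubated with compound 15 min before 400 uM selenite. A first-read NADPH fluorescence drop versus no-compound background flagged substrates.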
# mIDH1 inhibitor: human IDH1 R132H inhibition; O75874; IDH1-R132H enzyme, NADPH consumption, diaphorase/resazurin fluorescence; Potency, µM (doses to about 76.6 µM), without a hit: top-dose activity change, negative = inhibition, most hits filed as inhibitors; 390,000 compounds, 0.093% hits; also: potency is read from the fitted curve at half-maximal effect; % is scaled to controls: 0 for no effect and ±100 for the full control effect; nearly all actives have a fitted effect of over 65% in size
# Target sequence (O75874 whole entry R132H, stated change not applied): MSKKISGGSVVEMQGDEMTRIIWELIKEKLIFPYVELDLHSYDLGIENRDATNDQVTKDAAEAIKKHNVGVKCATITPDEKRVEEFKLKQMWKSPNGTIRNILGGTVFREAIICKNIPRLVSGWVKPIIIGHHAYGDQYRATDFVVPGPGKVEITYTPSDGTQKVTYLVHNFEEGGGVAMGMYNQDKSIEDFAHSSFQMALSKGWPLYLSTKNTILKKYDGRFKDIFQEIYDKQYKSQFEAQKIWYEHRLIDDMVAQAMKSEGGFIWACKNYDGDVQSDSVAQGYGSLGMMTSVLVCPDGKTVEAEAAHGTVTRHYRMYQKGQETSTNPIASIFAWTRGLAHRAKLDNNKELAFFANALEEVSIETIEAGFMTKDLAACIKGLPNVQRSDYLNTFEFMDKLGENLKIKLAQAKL
#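 IDH1-R132H (0.5 ug/mL) preincubated 30 min with compound, then NADPH (0.016 mM) and alpha-KG (2 mM) added; 80 min at RT, pH 7.5. Remaining NADPH coupled via diaphorase/resazurin to fluorescence (540/590 nm); concentration-response curves normalized to no-enzyme control.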
# USP1-UAF1 inh: USP1/UAF1 (human) deubiquitinase inhibition | O94782 | recombinant USP1/UAF1, Ub-Rhodamine cleavage fluorescence | Potency, µM (highest dose often 57.1 µM), for the others: top-dose activity change, negative = inhibition, most hits filed as inhibitors | 390,000 compounds, 0.23% hits | AID 743255; also: potency is read from the fitted curve at half-maximal effect; % is scaled to controls: 0 for no effect and ±100 for the full control effect; nearly all actives have a fitted effect of over 60% in size; inactives centre near -12
#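 High-throughput fluorogenic screen: 1nM USP1/UAF1 complex, Ub-Rho substrate 150nM final, 50mM HEPES pH 7.8 with 0.5mM EDTA, 0.1 mg/ml BSA, 1mM TCEP and 0.01% Tween-20.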
# PI4K2A block: inhibitors of human PI4K2A | purified PI4K2A, ADP-Glo luminescence, 1 h; hits give low values | 420,000 compounds, 0.13% hits | activity change, negative = inhibition, % at 76.9 µM | AID 1346378; in the data active = activity change below about -50%; inconclusive = mostly about -30% to -49%;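 also: -100% = wells without enzyme as full effect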
# Target sequence (Q9BTU6 whole entry, looked up): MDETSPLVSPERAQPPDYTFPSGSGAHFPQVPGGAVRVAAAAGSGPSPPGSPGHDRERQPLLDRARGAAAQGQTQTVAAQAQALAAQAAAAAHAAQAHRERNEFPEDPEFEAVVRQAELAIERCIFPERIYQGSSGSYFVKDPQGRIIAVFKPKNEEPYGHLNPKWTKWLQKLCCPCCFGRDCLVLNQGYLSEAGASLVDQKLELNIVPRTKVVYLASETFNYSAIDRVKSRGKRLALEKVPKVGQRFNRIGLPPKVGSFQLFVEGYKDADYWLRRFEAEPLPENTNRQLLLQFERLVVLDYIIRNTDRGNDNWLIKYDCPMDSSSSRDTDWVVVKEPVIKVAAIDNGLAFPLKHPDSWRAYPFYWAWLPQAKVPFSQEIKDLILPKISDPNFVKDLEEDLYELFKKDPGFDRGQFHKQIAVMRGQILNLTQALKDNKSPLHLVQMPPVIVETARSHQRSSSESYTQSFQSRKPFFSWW
#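 In this quantitative HTS, ADP production by PI4K2A was quantified luminescently after 1 h at ambient temperature; 100 microM adenosine served as plate-quality control.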
# Vif-APOBEC3F blk: blocks the Vif interaction with APOBEC3F | HeLa A3F-eYFP + Vif (tagged APOBEC3F with the HIV-1 protein that degrades it), YFP fluorescence increase | Potency, µM (top dose mostly 46.1 µM), inactives show at the top dose activity, negative = active | 390,000 compounds, 0.2% hits | AID 602313; also: potency is read from the fitted curve at half-maximal effect; % of control where 0% means no effect; nearly all actives have a fitted effect of over 65% in size
#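 Fluorescence increase (Ex 488/Em 500-530) after overnight compound treatment at 37 deg C flags inhibition of Vif-driven A3F-eYFP loss in stable HeLa A3F-eYFP/Vif cells seeded overnight beforehand.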
# GRP78 ERSR act: induces the endoplasmic reticulum stress response in human glioma cells; U87-MG GRP78 promoter luciferase reporter, 16 h; Potency, µM, for inactives: at the highest dose activation, most hits filed as activators; 420,000 compounds, 0.02% hits; AID 602332; also: potency is read from the fitted curve at half-maximal effect; series mostly up to about 76 µM; % of control where 0% means no effect; nearly all actives have a fitted effect of over 35% in size
#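 ERSR induction read as luciferase luminescence (Bright-Glo, 10 min at room temperature) in stably transfected human U87-MG glioma cells exposed to compounds for 16 h, using GRP78 as sensor.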
# Active calls of the source: *; ? = inconclusive; . = no result given; & = joins results of further samples; [ ] = another dose, or the depositor's remark. Unless noted, calls follow the shape of the dose curve; as a rule, active = well fitted curve in the direction sought with a large enough effect; inconclusive = small, poorly fitted or top-dose-only effect, or another doubt; inactive = no such curve, though single readings can be large; an effect the other way counts as inactive or inconclusive.
SMILES	LDHA inh	RXFP1 agonist	Vif-APOBEC3G blk	TrxR1 substrate	mIDH1 inhibitor	USP1-UAF1 inh	PI4K2A block	Vif-APOBEC3F blk	GRP78 ERSR act
CCCOC(=O)C(C)Sc1n[nH]c(=O)[nH]c1=O (configuration not stated)	-4	0.0%	7%	4%	-5%	-14%	1	1%	2%
CSc1ccc(Cl)c(C(=O)NCCCn2ccnc2)c1	-1	2.9%	3%	-4%	10%	-15%	0	0%	0%
O=C(CSc1nnc2ccccn12)NC(=O)NC1CCCC1	-8	3.7%	2%	-1%	0%	-2%	2	-3%	-4%
O=C(O)c1ccc(-c2ccco2)n1Cc1ccccc1	0	0.4%	2%	8%	1%	-11%	-9	.	-6%
NS(=O)(=O)c1ccc(NC(=O)CN2C(=O)C3C4C=CC(C4)C3C2=O)cc1 (configuration not stated)	-3	1.7%	4%	2%	-4%	-21%	2	-7%	-5%
COc1ccc(CNC(=O)CSc2nc(-c3ccc(OC)c(OC)c3)cc(C(F)(F)F)n2)cc1	-12	13%	-1%	72%[activator]	-9%	-8%	-3	6%	-3%
O=C(CSc1ccc(-c2ccccc2)nn1)NCc1ccco1	3	1.9%	-1%	-6%	2%	-16%	-3	-12%	-7%
OCCCCNCc1cc(Br)ccc1OCc1ccccc1F	-6	-2.3%	0%	13%[57.1 µM]	4%	1%	-2	7%	-3%
NS(=O)(=O)c1ccc(CNC(=O)c2ccc(Cl)c(S(=O)(=O)NCc3ccccc3)c2)cc1	-5	0.8%	0%	7%	4%	-8%	-16	4%	-6%
CCn1c(SCC(=O)c2ccc3c(c2)Cc2ccccc2-3)nnc1-c1ccc(N)cc1	-6	10%	-13%	8%[57.1 µM]	-2%	-15%	9	-1%	-5%
CN1C(=O)C(C)(C)c2cc(S(=O)(=O)N3CCN(c4ccccc4)CC3)ccc21	-13	1.2%	0%	8%[57.1 µM]	-3%	-9%	-2	-1%	-3%
Cc1ccc(C)c(SCC(=O)NCC(c2ccco2)N2CCCCC2)c1 (configuration not stated)	-4	-0.8%	-1%	-8%	4%	-10%	0	-7%	-2%
O=C(Cc1cccc2ccccc12)Nc1ccccc1Br	-5	-0.3%	-7%	0%	1%	-2%	0	6%	-3%
O=C(CC[C@H]1O[C@@H](n2cnc3c(NC(=O)c4ccccc4)ncnc32)[C@H](O)[C@@H]1O)NCc1cccs1	-9	.	0%	.	.	.	-1	.	-3%
Cc1ccc(C(=O)NCc2ccccc2)cc1NC(=O)c1nsc2ccccc12	-2	0.3%	-17%	5%[57.1 µM]	-8%	-1%	-3	-5%	0%

# Other entries:
SMILES	LDHA inh	RXFP1 agonist	Vif-APOBEC3G blk	TrxR1 substrate	mIDH1 inhibitor	USP1-UAF1 inh	PI4K2A block	Vif-APOBEC3F blk	GRP78 ERSR act
CCC1CCC2(CC1)NC(=O)N(CC(=O)Nc1ccc(OC)cc1)C2=O (configuration not stated)	-3	-0.1%	1%	5%[57.1 µM]	2%	-3%	-6	3%	-2%
CSc1ncc(-c2ccccc2)cn1	-10	4.8%	0%	-8%	21%	-8%	-6	0%	3%
CCOc1ccc(CN2C(=O)c3ccccc3Sc3ccc(C(=O)OC)cc32)cc1	0	2.2%	-8%	-4%[57.1 µM]	6%	-26%	-1	-13%	-1%
O=C(CNc1cccc(S(=O)(=O)N2CCCC2)c1)Nc1ccc(F)cc1F	-3	-0.4%	1%	-3%	4%	-19%	4	8%	-5%
CCc1nn2c(=O)c(S(=O)(=O)Nc3cccc(F)c3)c(C)nc2s1	-5&1	3.7%&7.8%	0%&5%	0%&-3%	-6%&3%	-20%&-16%	-1&-5	1%&-7%	-4%&-3%
CC1CN(S(=O)(=O)c2cccc(C(=O)Nc3ccc(S(=O)(=O)NC4=NCCCCC4)cc3)c2)CC(C)O1 (configuration not stated)	-4	0.6%	2%	-10%	4%	-14%	-7	2%	-5%
COc1cc(NC(=S)NCCCN(C)C)c(OC)cc1NC(=O)c1ccco1	0	4.6%	-1%	5%	-3%	-5%	-5	-4%	-3%
CC1CCc2c(sc3nn[nH]c(=O)c23)C1 (configuration not stated)	-2	-0.4%	1%	8%	3%	-23%	-1	1%	-1%
COc1cccc(NC(=O)CN(c2ccc([N+](=O)[O-])cc2)S(=O)(=O)c2ccccc2)c1	-7	6.1%	-1%	-4%	4%	-19%	-3	2%	-2%
CC(=O)c1c(C)nn(C(C)CC(=O)O)c1C (configuration not stated)	-1	0.7%	1%	-13%	7%	1%	-6	-1%	-4%
Cn1ncc2c(N3CCN(c4cccc(Cl)c4)CC3)ncnc21	-8	-0.9%	5%	-2%[57.1 µM]	-4%	28%	2	-6%	-2%
COc1ccc(C)cc1N(C(=O)c1snc(C(N)=O)c1N)C(C(=O)NC1CCCC1)c1ccc(F)cc1 (configuration not stated)	-10	0.4%	-6%	24%	?	-22%	-21	-4%	-5%
CCOc1ccc(NC(=S)N2CCC(NC(=O)c3ccco3)CC2)cc1	-7	0.5%	-1%	0%[57.1 µM]	3%	-16%	2	15%	-3%
CC(C)Nc1nc(NC(C)C)nc(N(C)N)n1	-5	-2.2%	-2%	-4%[57.1 µM]	5%	-3%	-9	-6%	-5%
Cc1cn2c(=O)c(S(=O)(=O)NCc3ccc(F)cc3)c(C)nc2s1	-7	1.1%	-4%	12%	1%	-9%	-1	2%	-5%

# (cont.)
SMILES	LDHA inh	RXFP1 agonist	Vif-APOBEC3G blk	TrxR1 substrate	mIDH1 inhibitor	USP1-UAF1 inh	PI4K2A block	Vif-APOBEC3F blk	GRP78 ERSR act
Cc1nc2ccccc2c2c1C(=O)N(C1CCCCCCC1)C2=O	-19	2.3%	-1%	-3%[0.457 µM]	0%	-11%	1	-1%	0%
Nc1ccc(Br)c2c1C(=O)c1ccccc1C2=O	0	2.3%	-1%	-8%	4%	-11%	4	8%	-2%
O=C(Nc1c2c(nn1-c1ccccc1)CS(=O)(=O)C2)C1CCCC1	-2	0.4%	0%	-2%	-8%	-1%	2	-27%	-2%
O=C(C[n+]1cccc(CNC(=O)c2ccc(OC(F)F)cc2)c1)Nc1ccc(SC(F)F)cc1	-1	0.9%	1%	-12%	1%	-7%	-2	-5%	-1%
O=C(O)c1ccccc1NS(=O)(=O)c1ccc(N/N=C/c2cccc(O)c2O)c([N+](=O)[O-])c1	22	.	-1%	-19%	41µM*	-24%	-7	2%	-4%
CCc1ccc(-n2nc3ccc(NC(=O)c4ccc(C#N)cc4F)cc3n2)cc1	-6	2.0%	-4%	15%	-11%	-28%	-2	-4%	1%
Cc1ccc(/C=N/NC(=O)C(C)NC(=O)c2ccccc2)cc1 (configuration not stated)	-7	1.8%	-2%	7%	0%	-20%	-3	-3%	2%
O=C(NCc1ccccc1)c1cc2nc(C3CC3)cc(C(F)(F)F)n2n1	6	4.2%	-5%	5%	3%	-14%	-2	-13%	2%
COc1ccc(-c2cnc3c(-c4ccc(F)cc4)cnn3c2N)cc1	-1	19%	1%	199%[activator]	10%	-18%	0	3%	9%
CCOC(=O)c1scc(-c2ccc(C)cc2)c1S(=O)(=O)Nc1cc(OC)ccc1OC	12	2.6%	4%	5%[57.1 µM]	-6%	-16%	1	-3%	-1%
CCOc1ncccc1C(=O)OCC(=O)c1ccccc1	-12	0.0%	-1%	-3%	-2%	2%	-4	8%	-4%
COc1ccccc1NCCC(=O)OCC(=O)NCc1ccco1	4	0.9%	-6%	-5%	6%	-1%	-3	-7%	-3%
CC(=O)NCCSc1ccc(S(=O)(=O)N2CCCC2)cn1	-5	0.2%	-2%	1%	7%	-19%	0	-9%	-1%
COc1ccccc1N=CC1=C(O)CC(c2ccccc2)CC1=O (configuration not stated)	-6	2.3%	?	-3%[57.1 µM]	-3%	6%	-4	-27%	0%
CCCN(CCC)C(=O)Cn1c(=O)n(CCCCCC(=O)Nc2ccccc2)c(=O)c2sccc21	3&-2	?	7%&1%	-1%&-6%	15%&1%	-22%&-5%	3&-1	-19%&-9%	-3%&-2%

# (next part)
SMILES	LDHA inh	RXFP1 agonist	Vif-APOBEC3G blk	TrxR1 substrate	mIDH1 inhibitor	USP1-UAF1 inh	PI4K2A block	Vif-APOBEC3F blk	GRP78 ERSR act
CCOC(=O)N1CCN(CC(=O)Nc2nnc(C(F)(F)F)s2)CC1	3	-2.7%	1%	4%	13%	-12%	-1	0%	-1%
Cc1cc(NC(=O)Cn2ccc([N+](=O)[O-])n2)no1	-9	-1.4%	-3%	-3%	-1%	-13%	-4	-8%	-1%
Cc1cccc(NC(=O)CNC(=O)COC(=O)CCS(=O)(=O)c2ccccc2)c1C	-6	2.4%	-2%	-6%	5%	-18%	-3	-3%	-4%
COc1ccccc1C1=Nc2cccc3cccc(c23)N1	10	-2.1%	1%	6%	11%	-13%	-1	0%	1%
CSc1ccccc1NC(=O)C(C)N1C(=O)c2ccccc2S1(=O)=O (configuration not stated)	2	-1.1%	-1%	-12%	6%	-4%	1	-2%	-3%
C[C@H](CO)N1C[C@H](C)[C@@H](CN(C)S(=O)(=O)c2ccccc2)Oc2ccc(NC(=O)CCN3CCOCC3)cc2C1=O	-9	.	0%	1%	-8%	14%	0	3%	-2%
O=C1c2ccccc2C(=O)N1CC(O)COc1ccc(Br)cc1 (configuration not stated)	1	1.7%	3%	7%	27%	-27%	1	?	0%

# Some of the compounds tested (hit frequency here may not be typical).
